# Screening data (PubChem BioAssay)
# Eya2 inh: qHTS Assay for Inhibitors of the Phosphatase Activity of Eya2. Protein phosphatase EYA2 (Homo sapiens), O00167. recombinant Eya2, OMFP fluorescence dephosphorylation (OMFP is methylfluorescein phosphate). Potency, µM (doses to about 76.9 µM), for the others: at the top dose activity, negative = inhibition, actives largely listed as inhibitors. 330,000 compounds, 0.006% hits; further: potency means the concentration at half of the fitted maximal effect; on the % scale 0 is the no-effect control and ±100 the full control effect
#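 Eya2 (0.2 uM) preincubated 10 min at ambient with compound, then OMFP substrate added at 50 uM; 10 min reaction in 50 mM HEPES pH 7.5, 50 mM NaCl, 5 uM MgCl2, 0.05% BSA, 1 mM DTT. Fluorescence read at Ex 485/Em 525 nm.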
# Mito fusion act: qHTS Assay for Small Molecule Inhibitors of Mitochondrial Division or Activators of Mitochondrial Fusion; AID 485298, 2010; 320,000 compounds, 0.23% hits; S. cerevisiae fusion-defective mutant growth rescue, CellTiterGlo 48 h; Potency, µM (series often up to 46.1 µM), inactives show at the highest dose growth rescue (activation), usual class: activators;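 further: potency means the concentration at half of the fitted maximal effect; % of control where 0% means no effect; nearly all actives have a fitted effect of over 45% in size; temperature-sensitive fusion mutants such as fzo1-1 at 37 °C on non-fermentable ethanol glycerol medium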
#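 S. cerevisiae fusion-defective temperature-sensitive mutants (e.g. fzo1-1, mgm1-5) grown 48 h at 37C in YPEG (ethanol/glycerol non-fermentable) medium with 23 nl compound per well; growth rescue read as CellTiterGlo luminescence.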
# PKM2 activator: qHTS Assay for Activators of Human Muscle isoform 2 Pyruvate Kinase; purified PKM2, Kinase-Glo ATP luminescence, activation; response scale: 0% is enzyme alone, no compound; Potency, µM (titrated, usually from 57.5 µM), inactives show top-dose activation, most hits filed as activators; Pyruvate kinase PKM (Homo sapiens), P14618; AID 1631, 2009; 260,000 compounds, 0.34% hits; further: potency means the concentration at half of the fitted maximal effect; on the % scale 0 is the no-effect control and ±100 the full control effect; nearly all actives have a fitted effect of over 55% in size
#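 Kinase-Glo luminescence reports ATP generated from ADP (0.1 mM) and PEP (0.5 mM) by purified hPK-M2 after 1 h at room temperature, pH 7.2 imidazole buffer; intermediate enzyme activity allows detecting inhibitors and activators.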
# MBNL1 CUG block: qHTS Assay for Inhibitors of MBNL1-poly(CUG) RNA binding; Muscleblind-like protein 1 (Homo sapiens), Q9NR56; TR-FRET MBNL1-His/biotin-(CUG)12 binding, 665/545 ratio; Potency, µM (top dose mostly 57.5 µM), inactives show at the top dose activity change, negative = inhibition, hits mostly inhibitors; 280,000 compounds, 0.036% hits; active means well fitted inhibition curve with a large enough effect in the signal ratio, with a control signal flat, not every such curve was filed as active; inconclusive means small, poorly fitted or top-dose-only effect, or effect the other way, or a change in a side signal; inactive means no such curve, though single readings can be large or run the other way; the % refers to the signal ratio; further: potency means the concentration at half of the fitted maximal effect; on the % scale 0 is the no-effect control and ±100 the full control effect
#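 TR-FRET readout: Ex 340 nm, 665/545 nm emission ratio, normalized to buffer-only (basal) and MBNL1-(CUG)12 controls. Complex of MBNL1-His with Biotin-(CUG)12, compounds 92 nM–58 uM, incubated 60 min at room temperature.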
# Menin MLL FP TR: qHTS Assay for Inhibitors Targeting the Menin-MLL Interaction in MLL Related Leukemias: Competition With Texas Red Labeled MLL-derived Mutant Peptide | O00255 | Menin + Texas Red MLL mutant peptide, fluorescence polarization | Potency, µM (highest dose often 61.6 µM), without a hit: at the highest dose FP activity change, negative = inhibition, actives largely listed as inhibitors | 270,000 compounds, 0.23% hits | AID 1768, 2009; active means well fitted inhibition curve with a large enough effect in the polarisation, with a control signal flat, not every such curve was filed as active; inconclusive means small, poorly fitted or top-dose-only effect, or effect the other way, or a change in a side signal; inactive means no such curve, though single readings can be large or run the other way; the % refers to the polarisation; further: potency means the concentration at half of the fitted maximal effect; % of control where 0% means no effect; many of its hits are not listed in these tables
# S-ASM inh: Inhibitors of Secretory Acid Sphingomyelinase (S-ASM): qHTS; placental ASM, HMU-PC fluorogenic substrate, 60 min; Sphingomyelin phosphodiesterase (Homo sapiens), P17405; Potency, µM (series often up to 57.5 µM), for inactives: top-dose activity change, negative = inhibition, hits mostly inhibitors; 340,000 compounds, 0.006% hits; further: potency means the concentration at half of the fitted maximal effect
#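 Human placenta-derived ASM preincubated with compound 10 min at room temperature, then reacted with 9 uM (final) fluorogenic HMU-PC substrate for 60 min at 37 C. Stop solution raises pH to 10; fluorescence read at Ex 386/Em 447 nm.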
# Chronic BCR inh: qHTS Assay to Find Inhibitors of Chronic Active B-Cell Receptor Signaling | ABC-DLBCL IkBa-CBG/CBR reporter, luminescence ratio, 4 h | Potency, µM (doses to about 46.1 µM), for inactives: at the highest dose ratio change, negative = lower green/red ratio, most hits filed as inhibitors | 340,000 compounds, 0.05% hits | AID 493014, 2011; active means well fitted inhibition curve with a large enough effect in the signal ratio, with a control signal flat, not every such curve was filed as active; inconclusive means small, poorly fitted or top-dose-only effect, or effect the other way, or a change in a side signal; the % refers to the signal ratio;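 further: potency means the concentration at half of the fitted maximal effect; plate controls were basal doxycycline-induced cells for no effect and cells given 10 µM MG132 for full effect; MG132 reads +100%, hits lower the ratio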
#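 TMD8 human ABC-DLBCL cells with doxycycline-inducible IκBα–green luciferase fusion and unfused red luciferase, in 0.5% FBS medium; compounds up to 46 uM, 4 h at 37C. Green/red luminescence ratio, filter-overlap corrected, fitted to concentration-response curves.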
# TSHR antag: Antagonists of the Thyroid Stimulating Hormone Receptor: HTS campaign | Thyrotropin receptor (Homo sapiens), P16473 | TSHR-expressing cells, TSH-stimulated cAMP HTRF, 2 h; stronger effect = lower value | activity change, negative = inhibition, % at 11.5 µM | 330,000 compounds, 0.2% hits | AID 504810, 2011;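 active means activity change below a set negative limit, meaning inhibition stronger than a set level, cut at about -70% in these data; inconclusive means activity change between two set negative limits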; further: on the % scale 0 is the no-effect control and ±100 the full control effect
#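 Antagonism was scored as loss of TSH-driven cAMP in TSHR cells, stimulated with 4nM TSH (EC80) for 2 hours at 37 deg C and detected by homogeneous HTRF competition immunoassay.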
# USP2a block: qHTS Assay for Inhibitors of Ubiquitin-specific Protease USP2a Using CHOP2 as the Reporter. Ubiquitin carboxyl-terminal hydrolase 2 (Homo sapiens), O75604. USP2 core, Ub-CHOP2 coupled fluorogenic reporter, 485/531. Potency, µM (titrated, usually from 38.3 µM), without a hit: at the top dose activity change, negative = inhibition, most hits filed as inhibitors. 330,000 compounds, 0.01% hits;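 further: potency means the concentration at half of the fitted maximal effect; plate controls were DMSO wells for no effect and full inhibition by NEM control for full effect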
# Target sequence (O75604 whole entry, looked up): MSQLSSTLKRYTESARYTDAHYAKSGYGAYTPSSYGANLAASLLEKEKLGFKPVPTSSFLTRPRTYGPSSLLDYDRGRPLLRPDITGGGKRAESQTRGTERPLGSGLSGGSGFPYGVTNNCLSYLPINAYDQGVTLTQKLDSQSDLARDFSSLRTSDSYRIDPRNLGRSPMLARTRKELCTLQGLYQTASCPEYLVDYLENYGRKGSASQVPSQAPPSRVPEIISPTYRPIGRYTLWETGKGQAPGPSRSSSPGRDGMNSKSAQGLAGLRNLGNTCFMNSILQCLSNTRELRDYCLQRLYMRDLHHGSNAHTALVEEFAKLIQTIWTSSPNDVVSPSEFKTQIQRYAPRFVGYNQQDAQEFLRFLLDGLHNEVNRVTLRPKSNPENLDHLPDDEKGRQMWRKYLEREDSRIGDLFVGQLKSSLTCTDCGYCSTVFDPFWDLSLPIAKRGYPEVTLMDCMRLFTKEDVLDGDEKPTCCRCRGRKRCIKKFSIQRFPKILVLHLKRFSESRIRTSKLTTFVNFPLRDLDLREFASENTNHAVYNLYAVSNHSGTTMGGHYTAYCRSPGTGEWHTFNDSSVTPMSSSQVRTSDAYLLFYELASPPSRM
#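 Cell-free coupled assay: 10nM USP2 core preincubated 30min RT with compound in Tris-HCl pH 8.0/CaCl2/CHAPS buffer, then 25nM Ub-CHOP2 and 25nM reporter substrate; fluorescence (Ex 485/Em 531) read after 60min RT, normalized to NEM inhibition, concentration-response curves fitted.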
# GALK inhibitor: qHTS Assay for Inhibitors of Human Galactokinase (GALK). Purified GALK, Kinase-Glo residual ATP luminescence. AID 1868, 2009. Potency, µM (doses to about 57.5 µM), for the others: at the top dose activity change, negative = inhibition, actives largely listed as inhibitors. P51570. 270,000 compounds, 0.007% hits; further: potency means the concentration at half of the fitted maximal effect; on the % scale 0 is the no-effect control and ±100 the full control effect
# Target sequence (P51570 whole entry, looked up): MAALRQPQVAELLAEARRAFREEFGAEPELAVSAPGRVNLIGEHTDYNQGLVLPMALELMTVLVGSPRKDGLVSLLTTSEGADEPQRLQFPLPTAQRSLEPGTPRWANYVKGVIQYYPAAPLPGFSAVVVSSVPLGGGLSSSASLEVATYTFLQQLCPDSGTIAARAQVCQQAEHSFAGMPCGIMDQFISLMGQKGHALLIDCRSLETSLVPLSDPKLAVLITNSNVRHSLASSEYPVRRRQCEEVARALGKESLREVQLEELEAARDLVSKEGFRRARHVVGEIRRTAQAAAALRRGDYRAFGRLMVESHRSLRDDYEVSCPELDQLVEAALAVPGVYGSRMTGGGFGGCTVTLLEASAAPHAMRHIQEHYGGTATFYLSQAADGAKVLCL
#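 Galactose (100 uM) and ATP (35 uM) were turned over by 5 nM GALK for 1 h at RT. Kinase-Glo Plus then converted the remaining ATP into a luminescent signal.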
# hERG WT inh: qHTS for Inhibitors of KCHN2 3.1: Wildtype qHTS. Voltage-gated inwardly rectifying potassium channel KCNH2 (Homo sapiens), Q12809. U2OS, BacMam KCNH2, thallium flux FluxOr; stronger effect = lower value. activity change, % at 1.84 µM. 340,000 compounds, 0.37% hits;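 active means maximum activity change below -70%; inconclusive means maximum activity change between -70% and -50%; inactive means maximum activity change above -50%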; further: on the % scale 0 is the no-effect control and ±100 the full control effect
#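 U2OS cells were transduced with wild-type KCNH2 virus (2.03 x 10^8 / mL) for 4 h at room temperature, then cultured overnight at 37 C. Thallium flux was read with FluxOr dye. Rate constants were normalized to DMSO controls.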
# Active calls of the source: *; i = inactive; ? = inconclusive; · = no result given; [ ] = another dose, or the depositor's remark. Unless noted, the call rests on the fitted dose curve; in most records, active means well fitted curve in the direction sought with a large enough effect; inconclusive means small, poorly fitted or top-dose-only effect, or another doubt; inactive means no such curve, though single readings can be large; an effect the other way counts as inactive or inconclusive. A portion of the library; rates above refer to the full screens.
SMILES,Eya2 inh,Mito fusion act,PKM2 activator,MBNL1 CUG block,Menin MLL FP TR,S-ASM inh,Chronic BCR inh,TSHR antag,USP2a block,GALK inhibitor,hERG WT inh
O=C(Oc1ccc2c(=O)c(Oc3ccc4ccccc4c3)coc2c1)c1cccnc1,-8%,16µM*,7%,4%,6%,·,0%,-5,0%,0%,-4
CS(=O)(=O)Cc1ccc(C(=O)N2CCN(C(=O)c3cccs3)CC2)cc1,6%,·,·,·,·,8%,6%,-1,-1%,·,-2
CC(Oc1ccc(F)cc1)C(O)CCN(C)C (stereo not drawn),3%,7%,-4%,-10%,1%,-1%,1%,3,6%,-1%,8
O=c1ccc(Cc2ccc(Cl)cc2)n[nH]1,-19%,1%,-3%,6%,-3%,4%,-6%,0,1%,3%,i
C/C(=C\C(=O)N1CCc2ccccc21)C(=O)O,-6%,0%,3%,-2%,-17%,6%,12%,-10,2%,-2%,-3
Cc1cc([N+](=O)[O-])nn1CC(=O)N(C)Cc1ccccc1,0%,4%,-2%,?,0%,0%,5%,8,2%,3%,1
Cc1noc(C)c1C(=O)Nc1nc2ccc(S(C)(=O)=O)cc2s1,6%,-6%,-28%,-1%,·,-1%,?,-11,4%,-4%,-7
Fc1ccc(N2CN(Cc3cccnc3)CNC2=S)cc1,6%,-1%,3%,·,·,2%,-7%,-5,1%,-2%,-3
Cc1ccc(NS(=O)(=O)c2cc(C(=O)OCC(=O)NCC3CCCO3)ccc2C)cc1 (stereo not drawn),6%,-3%,4%,-4%,-23%,-2%,?,-4,-1%,-1%,-12
O=C(NC(=S)Nc1cccnc1)c1ccccc1,2%,3%,-10%,0%,-16%,0%,-29%,15,0%,1%,-7
CCOc1ccc(Cc2n[nH]c(=S)n2Cc2ccccc2)cc1,-2%,1%,-3%,1%,4%,-3%,-8%,4,0%,-3%,-2
Cc1c(N2C(=O)CSC23C(=O)Nc2ccccc23)c(=O)n(-c2ccccc2)n1C (stereo not drawn),-12%,-1%,-1%,-7%,1%,2%,-7%,-1,2%,-2%,19
COc1ccc(S(=O)(=O)N2CC(C(=O)O)Oc3ccc(Cl)cc32)cc1 (stereo not drawn),-17%,2%,·,-11%,57%[activator],8%,0%,5,3%,3%,4
CN1/C(=C/C(=O)CSc2ccccc2C(=O)O)C(C)(C)c2ccccc21,0%,3%,6%,4%,·,30%,?,7,1%,-1%,-1
O=C(O)c1ccc(-c2nnc(-c3ccccc3)o2)cc1,13%,-21%,·,4%,-13%,8%,?,-3,4%,19%,-3

# Shown with bars between the fields: entries from further up.
Structure | Eya2 inh | Mito fusion act | PKM2 activator | MBNL1 CUG block | Menin MLL FP TR | S-ASM inh | Chronic BCR inh | TSHR antag | USP2a block | GALK inhibitor | hERG WT inh
CC(Oc1ccc(F)cc1)C(O)CCN(C)C (stereo not drawn) | 3% | 7% | -4% | -10% | 1% | -1% | 1% | 3 | 6% | -1% | 8
O=c1ccc(Cc2ccc(Cl)cc2)n[nH]1 | -19% | 1% | -3% | 6% | -3% | 4% | -6% | 0 | 1% | 3% | i
C/C(=C\C(=O)N1CCc2ccccc21)C(=O)O | -6% | 0% | 3% | -2% | -17% | 6% | 12% | -10 | 2% | -2% | -3
Cc1cc([N+](=O)[O-])nn1CC(=O)N(C)Cc1ccccc1 | 0% | 4% | -2% | ? | 0% | 0% | 5% | 8 | 2% | 3% | 1

# Later entries.
SMILES,Eya2 inh,Mito fusion act,PKM2 activator,MBNL1 CUG block,Menin MLL FP TR,S-ASM inh,Chronic BCR inh,TSHR antag,USP2a block,GALK inhibitor,hERG WT inh
Cc1ccc(S(=O)(=O)c2nc(S(C)(=O)=O)sc2N2CCOCC2)cc1,4%,-3%,·,-2%,·,0%,-11%,3,2%,-8%,-1
Cc1ccc(CNc2cc(C(=O)O)ccc2C)s1,-1%,4%,0%,0%,5%,6%,3%,-14,-1%,2%,-7
CC(C)C(c1nnnn1Cc1ccccc1)N(CCCO)Cc1cc2cc3c(cc2[nH]c1=O)OCO3 (stereo not drawn),20%,1%,6%,?,-11%,47%[activator],?,-5,1%,5%,-21
Cc1cc(C)n(CCC(=O)N/N=C/c2ccc(O)cc2)n1,-7%,-4%,-11%,5%,13%,3%,-5%,25,-4%,0%,3
c1ccc(C2=NNC(=NCc3ccc4c(c3)OCO4)SC2)cc1,-3%,-1%,-1%,-7%,-21%,1%,?,23,1%,0%,21
CCC(C)c1ccc(O)c(N)c1 (stereo not drawn),-4%,11%,?,5%,15%,0%,-1%,-8,?,-2%,-7
COc1ccc(OC)c(C(c2nnnn2C(C)(C)C)N2CCc3ccccc3C2)c1 (stereo not drawn),4%,9%,5%,2%,-1%[11.7 µM],1%,0%,-12,1%,2%,3
CCN1CCN(CCCNC(=O)CS(=O)(=O)Cc2nc(-c3ccccc3C)oc2C)CC1,0%,12%,·,-2%,-9%,-3%,-2%,33,4%,-2%,0
COc1ccccc1CC(=O)NNS(=O)(=O)c1ccc([N+](=O)[O-])cc1,3%,3%,?,?,18%,0%,11%,-3,1%,4%,-3
CCN(CC(=O)Nc1ccc(NC(C)=O)cc1)C(=O)CSCc1c(C)noc1C,-6%,0%,·,·,·,-2%,-4%,5,-1%,·,7
CC(=O)c1cccc(S(=O)(=O)NCCC(=O)NC2CCCCCC2)c1,4%,-7%,·,·,·,4%,-4%,-6,-2%,·,2
C/C(=N/NS(=O)(=O)c1ccccc1)c1ccc(NC(=O)C(F)(F)F)cc1,5%,-2%,0%,-1%,9%,·,6%,-5,3%,0%,2
Cc1cc(/C=C2/SC(=O)N(CC(=O)N3CCCC3)C2=O)c(C)n1C,-12%,16%,·,?,·,19%,?,-4,0%,3%,0
CCCCN1C(=S)NC[C@@H]1Cc1cccc2ccccc12,-17%,1%,-3%,-10%,·,-4%,?,-3,-2%,-1%,-5
O=C(/C=C/c1ccc(Cl)cc1)Nc1ccc(N2CCCCC2)cc1,-2%,-4%,-2%,-10%,1%,0%,-12%,1,-6%,-1%,8
COc1ccc(N(CC(=O)NCCSc2ccccn2)S(C)(=O)=O)cc1,?,2%,-4%,-3%,13%,1%,1%,-2,0%,0%,-11
NC(=O)CN1CCOCCOCCN(CC(N)=O)CCOCC1,-20%,-3%,-11%,-4%,·,0%,-19%,7,0%,-4%,-4
CC(C)CN(CC(C)C)c1nc(N)c(C#N)c(CC#N)c1C#N,-17%,-1%,-5%,-3%,36%[activator],-13%,?,3,-4%,0%,6
CCOC(=O)C1=C(COC(=O)CCNS(=O)(=O)c2ccc(NC(C)=O)cc2)NC(=O)NC1C (stereo not drawn),7%,4%,·,·,·,8%,-7%,11,0%,·,-11
